High-throughput results deposited in PubChem by NCI.
All columns: NCI-60 one-dose screen, growth in % after 48 h at 10 µM unless noted; 100 = growth as untreated, 0 = no growth, -100 = all killed.
IGROV1: IGROV1 ovarian cancer; AID 1794786; 79,000 compounds, 4.7% hits
KM12: KM12 colon cancer cells | 82,000 compounds, 5% hits
COLO 205: COLO 205 colon cancer | 79,000 compounds, 7.3% hits | AID 1794742
NCI-H460: NCI-H460 lung cancer; 82,000 compounds, 6.8% hits
NCI-H322M: NCI-H322M lung cancer | 80,000 compounds, 2.7% hits | AID 1794733
NCI-H522: NCI-H522 lung cancer; 78,000 compounds, 8% hits
NCI-H226: NCI-H226 lung cancer; 79,000 compounds, 3.5% hits
NCI/ADR-RES: NCI/ADR-RES ovarian cells. AID 1794790. 81,000 compounds, 4.4% hits
NCI-H23: NCI-H23 lung cancer; 80,000 compounds, 4% hits
* marks the source's active call; other numbers are inactive results; nt = not tested or not shown; & = joins results of further samples. How the source made its calls: active means growth percent below 10; inactive means the rest.

entry	Compound	COLO 205	NCI-H23	NCI-H322M	NCI/ADR-RES	NCI-H522	IGROV1	NCI-H226	KM12	NCI-H460
1	[O-][n+]1onc(-c2ccccc2)c1COc1ccc(Nc2ncnc3c2cnn3-c2ccccc2)cc1	104	105	109	102	99	96	111	103	74
2	COc1ccc(/C=N/NC(=O)CNC(=O)Cn2c(=O)[nH]c3ccccc3c2=O)cc1	105	99	90	97	101	102	91	102	103
3	Cc1cc(C)n(CC#N)c(=O)c1C#N	114	nt	106	102	103	106	105	113	106
4	COc1ccc(-c2nnc(Nc3c(C)cccc3C)o2)cc1OC	103	98	95	96	111	98	100	91	102
5	COc1cc2nc(-c3ccc(C(F)(F)F)cc3)cc(OCCCN3CCCC3)c2cc1OC	22	57	63	46	29	36	-8.3*	36	22
6	CC(=O)Nc1ccc(Cl)cc1NC(C)=O	134	175	119	203	105	122	104	106	107
7	COc1ccc(-c2cc(-c3cccnc3)nc(S(=O)(=O)CC(N)=O)c2C#N)cc1OC	106	104	113	101	84	110	105	97	104
8	CCOC(=O)c1c2c(cn1S(=O)(=O)c1ccccc1)-c1nc(N)sc1CC2	106	49	81	73	71	95	77	78	70
9	O=C(NNC(=O)c1ccc([N+](=O)[O-])cc1)c1ccc([N+](=O)[O-])cc1	115	95	120	104	84	112	99	105	105
10	O=C1/C(=C/c2ccccc2)CCc2nc3ccccc3c(/C=C/c3ccc(Cl)cc3)c21	104	85	95	89	71	72	92	91	93
11	Nc1c2c(c(O)c3c1=C(CO)C=N3)=NCCS2=O (stereo not drawn)	-75*	-33*	-95*	0.9*	-47*	-15*	-52*	-28*	-62*
12	Cc1ccc(S(N)(=O)=O)c(C)c1	119	104	104	104	103	108	97	105	107
13	CC1CN(Cc2ccco2)C(=S)NC1=O (stereo not drawn)	113	113	113	110	nt	121	99	102	118
14	COc1ccc(-c2nn(Cc3cc(OC)c(OC)c(OC)c3)c3c2-c2oncc2CC3)cc1OC	nt	90	105	92	91	99	100	94	100
15	NC[C@H]1O[C@H](O[C@H]2C(O[C@@H]3O[C@H](CO)[C@@H](O)[C@H]3O)[C@@H](O)[C@H](N)C[C@@H]2N)[C@H](N)[C@@H](O)[C@@H]1O (stereo partly drawn)	95	98	90	104	79	96	99	102	106
16	Cc1nc(C(=O)O)c(C)c(=O)[nH]1	108	107	98	102	91	89	95	nt	114
17	CC(O)c1ncc(/C=C2\SC(=S)N(Cc3ccco3)C2=O)s1 (stereo not drawn)	107	95	102	102	71	89	103	74	109
18	COc1c(/C=N/N=c2sc(C(C)=O)nn2-c2ccc(C)cc2)c(O)cc2oc(C)cc(=O)c12	116&115	96&102	96&100	99&96	96&97	103&105	96&97	91&99	101&103
19	COc1ccc(/C=C/c2nc(N3C(=O)C(Cl)C3c3ccc(Cl)cc3)c3ccccc3n2)cc1 (stereo not drawn)	113	96	66	99	82	64	63	78	89
20	O=C(O)CCNC1CCCCC1	96	90	115	93	80	105	94	100	99
21	CC(C)(C)c1cc(C=O)cc(C(C)(C)C)c1O	100	112	101	99	91	106	98	100	111
22	CC1CCCNC1C (stereo not drawn)	nt	101	121	107	106	116	104	98	104
23	C=CCOCCN	109	104	110	114	91	105	103	106	113
24	CC(=O)NS(=O)(=O)c1ccc(NCCc2c(C)nc3scc(-c4ccc(C)cc4)n3c2=O)cc1	110	87	97	87	97	77	84	106	102
25	CC(=O)Oc1ccc2cc(-c3cccnc3)c(=O)oc2c1	111&108	93&105	116&103	98&101	82	101&97	91&101	94&104	114&104
26	COc1ccc(NC(=O)Nc2ccc(OCC(=O)N=Nc3c(O)[nH]c4ccccc34)cc2)cc1	116	97	105	101	108	109	105	111	128
27	CCOC(CCC#N)c1ccc(C)cc1 (stereo not drawn)	121	109	105	104	102	108	103	106	108
28	COc1ccc2nc(Cl)c(/C=C3/SC(=O)NC3=O)cc2c1	nt	98	89	87	102	93	94	100	94
29	Nc1ncnc2c1ncn2C1OC2COP(O)(=S)OC3C(COP(=O)(O)OC2C1F)OC(n1ccc(=O)[nH]c1=O)C3F (stereo not drawn)	nt	97	100	100	59	100	99	100	107
30	COc1ccc(Nc2nc(N)nc(CN3CC(C)CC(C)C3)n2)cc1 (stereo not drawn)	107	102	99	nt	88	106	97	108	99
31	CS(=O)(=O)Nc1cc(-c2ccc3ncnc(Nc4cccc(Cl)c4)c3c2)cnc1Cl	-49*	6.5*	1.1*	19	2.1*	-26*	12	5.4*	7.8*
32	CCOc1nc(-c2cccs2)n2nc(-c3cccs3)cc2n1	118	87	97	82	73	106	105	84	86
33	O=C(Nc1ccc2c(O)cc(S(=O)(=O)O)cc2c1)Nc1ccc2c(O)c(N=Nc3ccc4cc(S(=O)(=O)O)ccc4c3)c(S(=O)(=O)O)cc2c1	112	114	99	100	100	105	112	107	100
34	Cc1ccc(Oc2ccc([N+](=O)[O-])cc2)cc1	104	103	107	106	98	117	100	101	104
35	CCN(CC)C(=O)c1nc(-c2cccc3ccccc23)no1	113	101	104	nt	95	93	86	100	97
36	COc1cccc(/C=C/C(=O)/C=C(/C=C/c2cccc(OC)c2OC)OB(F)F)c1OC	33	44	92	20	17	34	107	86	91
37	O=c1ccn(-c2nc(-c3ccccc3)oc2-c2ccccc2)c(=O)[nH]1	108	nt	109	nt	102	nt	114	100	114
38	CN(C)c1ccc(C(=O)OCCCCCCl)cc1	110	91	85	98	89	101	99	97	104
39	COc1ccc([Si](C)(C)CNCCSS(=O)(=O)O)cc1	116	96	106	nt	81	117	87	89	101
40	S=c1sc2ccccc2n1CCNc1ccccc1	110	94	94	97	85	nt	96	96	116
41	N=c1c2cc(-c3ccccc3)oc2ncn1/N=C/c1ccc(Cl)cc1	89	98	91	50	92	53	71	31	6.1*
42	COc1cc2c(cc1OCCCCN1CCN(CC(=O)Nc3ccc(Cl)cc3C(=O)c3ccccc3Cl)CC1)N=CC1CCCN1C2=O (stereo not drawn)	-61*	-14*	-64*	2.2*	-83*	-88*	-88*	-56*	-56*
43	O=c1c2cnn(-c3ccccc3)c2n2cnnc2n1-c1ccccc1	95	102	107	104	60	104	96	96	109
44	O=C(CSc1nnc(-c2ccc3nc(-c4ccccc4)[nH]c3c2)o1)Nc1ccc(C(=O)/C=C/c2ccccc2)cc1	110	100	102	105	93	96	106	110	113
45	CC(=O)/C=C/c1ccco1	105	97&93	107&98	102&99	104&89	110&102	89&101	98&103	96&108
46	Cc1nc2c(cnn2-c2ccccc2)c(=O)n1-c1ccc(NC(=O)c2ccco2)cc1	110	92	97	94	87	97	90	92	92
47	CC(C)CCC[C@@H](C)[C@H]1CC[C@H]2[C@@H]3CC[C@H]4CC(=O)[C@H](Br)C[C@]4(C)[C@H]3CC[C@]12C	105	99	108	104	104	116	96	101	105
48	Cc1cccc[n+]1CCC(N)=O	103	112	112	119	96	122	104	99	115
49	Cc1cc(OCCO)cc(C)c1Cl	123	106	nt	108	114	113	108	107	114
50	CC1=C[C@H]2c3c(c(O)c(O)c4oc5ccccc5c(=O)c34)[C@H](c3cc(O)c(O)c4oc5ccccc5c(=O)c34)[C@H]2C(C)(C)C1	11	-4.6*	19	24	-18*	-4.2*	-14*	-1.3*	-38*

Other structures.
entry	Compound	COLO 205	NCI-H23	NCI-H322M	NCI/ADR-RES	NCI-H522	IGROV1	NCI-H226	KM12	NCI-H460
51	Cn1c(=O)c2[nH]c(Nc3cc(Cl)ccc3Cl)nc2n(C)c1=O	103	97	109	103	100	95	77	109	103
52	COc1ccc2cc(C(C)c3nnc(NC4CCCCC4)s3)ccc2c1 (stereo not drawn)	106	99	104	96	72	110	99	105	96
53	CCC/C=C/C=N/N1C(=S)N(c2ccccc2)[C@]23OC(N)=C(C#N)[C@]12C(=O)c1ccccc13	83	87	102	101	99	72	84	98	98
54	Cc1c(C(=O)C2C(=O)N(c3ccccc3)N=C2C(F)(F)F)nnn1-c1ccccc1 (stereo not drawn)	99	96	91	100	80	97	97	102	97
55	CCN(CC)S(=O)(=O)c1ccc(O)c(NC(=O)c2[nH]c(C)c3c2CCCCC3=O)c1	66	54	48	91	49	51	52	62	75
56	O=C(Nc1ccc(S(=O)(=O)NC2CCCCCC2)cc1)C(c1ccccc1)S(=O)(=O)c1ccc(F)cc1 (stereo not drawn)	-18*	9.3*	17	15	-16*	9.4*	-21*	5.1*	1.4*
57	CN(C)c1ccc(-c2nc(N3CCOCC3)c3c4c(sc3n2)CCCC4)cc1	108	103	94	93	92	84	83	88	92
58	NCC(O)CN	104	109	102	114	nt	105	97	106	103
59	COc1ccc2[nH]c3nc4cnccc4cc3c2c1	111	95	105	104	87	89	111	93	103
60	O=C(N/N=C/c1cccc2ccccc12)C1CC1	117&112	89&104	101&98	98&115	103&99	107&118	92&104	104&108	104&113
61	COc1ccc(Cn2nc(-c3ccc(OC)c(OC)c3)c3c2CCc2cnoc2-3)cc1	122	101	106	89	88	112	111	103	101
62	Cc1c/c(=N\NC(=O)Nc2ccc(Br)cc2)oc2cc(O)ccc12	111	96	99	108	90	97	97	108	109
63	OCc1ccc(O)c(CO)n1	116	109	110	108	106	112	100	102	111
64	O=C(O)CCCCCNC(=O)OCc1ccccc1	99	102	95	110	107	94	105	101	101
65	CCOC(=O)c1nn(-c2ccc(Cl)cc2)c(=N/N=C(\C)c2c(Oc3ccccc3)c(OC)c3occc3c2OC)s1	134	102	95	101	100	108	96	95	95
66	CN(C)CCCOc1ccc(C(=C(c2ccccc2)C2CCCC2)c2ccc(OCCCN(C)C)cc2)cc1	-76*	-79*	-97*	-80*	-90*	-85*	-68*	-97*	-63*
67	Cc1ccc(C2=Nn3c(nnc3-n3[nH]c(=O)c4ccccc4c3=O)SC2)cc1	103	106	89	111	94	92	102	109	103
68	Fc1ccc(NCc2nnc(-c3ccc(Cl)cc3)o2)cc1Cl	108	92	104	104	56	105	nt	104	113
69	NN1CCN(CCO)CC1	111	88	108	98	91	109	100	97	104
70	c1ccc(NNc2ccc3ccccc3n2)cc1	104	83	93	91	100	74	74	91	100
71	COC(=O)c1ccc(C(=O)OC)cc1	111	99	92	103	99	105	98	105	109
